HEK293 NOD2/NF-kB: NOD2 signaling inhibitors, cell-based, luminescence, uHTS, HEK293 (AID 1566); HEK293 NOD2/NF-kB luciferase reporter, luminescence; higher % means a stronger effect; one-dose inhibition, % at 4 µM; EC50 in µM for titrated hits; actives 0.63% (n = 290,000); note: many of its hits are not listed in these tables
KOR beta-arrestin-1: KOR antagonists, beta-arrestin recruitment, cell-based, luminescence, uHTS (AID 1778); KOR beta-arrestin recruitment, luminescence, antagonist mode; higher % means a stronger effect; inhibition, % at 10 µM, or IC50 in µM where a hit was titrated; actives 0.091% (n = 290,000); note: strong numbers were not always called active
Myeloid diff MLP: induction of myeloid progenitor differentiation, primary screen, cell-based, flow cytometry, MLPCN library. AID 624256, 2012. calls only at 10 µM. ER-HoxA9 myeloid progenitors, lysozyme-GFP differentiation. actives 1% (n = 360,000);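 active = normalized GFP-positive differentiation at or above the plate's own cutoff, the solvent-only control mean plus 3 SD; inconclusive = no clear call, values can overlap the other calls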;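 note: cells exposed to compound for four days before flow analysis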
NTR1 agonist: agonists of NTR1, primary screen, imaging, U2OS cells, beta-arrestin-GFP, high content (AID 493036). NTR1-U2OS beta-arrestin-GFP spot imaging, agonist mode. activation, % at 20 µM. actives 0.17% (n = 330,000);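 active = activation at or above 40% of the spot to cytoplasm intensity ratio, with at least 20 cells analyzed; inconclusive = wells under 20 cells, flagged as cytotoxic or low count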;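 note: 0% = DMSO without peptide and 100% = 100 nM NTR1 peptide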
Target sequence (P30989 whole entry, looked up): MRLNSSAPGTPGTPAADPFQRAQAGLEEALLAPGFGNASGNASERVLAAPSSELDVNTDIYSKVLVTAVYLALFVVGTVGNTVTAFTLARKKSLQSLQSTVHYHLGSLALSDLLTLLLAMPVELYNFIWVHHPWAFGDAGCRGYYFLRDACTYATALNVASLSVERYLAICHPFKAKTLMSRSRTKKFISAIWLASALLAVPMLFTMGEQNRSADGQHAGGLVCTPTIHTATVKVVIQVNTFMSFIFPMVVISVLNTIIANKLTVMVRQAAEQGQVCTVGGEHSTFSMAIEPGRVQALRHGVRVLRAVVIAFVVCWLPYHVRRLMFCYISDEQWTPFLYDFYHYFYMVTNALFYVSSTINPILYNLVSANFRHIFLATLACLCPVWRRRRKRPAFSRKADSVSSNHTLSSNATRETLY
GPR55 beta-arrestin: GPR55 agonists via beta-arrestin recruitment, primary screen, imaging, U2OS cells, beta-arrestin-GFP redistribution (AID 1961). activation, % at 10 µM, or EC50 in µM where a hit was titrated. U2OS GPR55 beta-arrestin-GFP redistribution imaging; higher % means a stronger effect. G-protein coupled receptor 55 (Homo sapiens). actives 0.048% (n = 290,000);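 active = activation above 40% with more than 50 cells counted in the well; inconclusive = wells holding fewer than 50 cells, flagged as toxic or sparse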;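 note: U2OS osteosarcoma cells stably expressing GPR55 and beta-arrestin-GFP; plate controls were DMSO negative control for no effect and LPI positive control for full effect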
T cell modulator: modulators of CD8 T cell-vesicle binding, primary screen, mouse 2C CD8+ T cells, flow cytometry; calls only at 7 µM; 2C CD8+ T cell-vesicle binding; hits give low values; actives 0.068% (n = 330,000); AID 2052, 2009;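 active = response, share of CD8 T cells binding vesicles, and their 90th percentile fluorescence all below set limits, cut at about 80% in these data, passing the limit was not always enough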
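Material: murine 2C transgenic CD8+ T lymphocytes / Also added: QL9-peptide-loaded Drosophila micro-vesicles bearing Ld, ICAM-1 and B7-1 / Schedule: binding step 1.5 h, 37 °C, antibody labelling 20 min, ice / Signal: flow cytometry, PE anti-B7-1 (FL2) versus Alexa647 anti-CD8 (FL8), PFA-fixed / Evaluation: percent CD8+ FL2 mean versus row control / Benchmarks: naked versus QL9-loaded vesicles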
KOR beta-arrestin-2: KOR agonists, beta-arrestin recruitment, primary screen, cell-based, luminescence, uHTS (AID 1777). activation, % at 10 µM, or EC50 in µM where a hit was titrated. actives 0.02% (n = 280,000). KOR beta-arrestin recruitment, luminescence; higher % means a stronger effect. Kappa-type opioid receptor (Homo sapiens); in the data active = activation above about 50%, passing the limit was not always enough; note: a part of the inactive calls stands beside numbers as strong as those of hits
GPR55 LPI antagonism: GPR55 antagonists blocking LPI-driven arrestin recruitment, primary screen, imaging, U2OS, beta-arrestin-GFP, LPI agonist (AID 2013). one-dose inhibition, % at 10 µM; IC50 in µM for titrated hits. G-protein coupled receptor 55 (Homo sapiens). actives 0.13% (n = 290,000). U2OS GPR55 beta-arrestin-GFP translocation imaging, LPI antagonism; higher % means a stronger effect;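 active = spots per cell inhibited over 60%, with over 100 cells counted and total cytoplasm intensity under 500,000; inconclusive = wells with under 100 cells, flagged as likely toxic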;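 note: U2OS cells stably carrying GPR55 and arrestin-GFP stimulated by 5 µM LPI near EC80; imaged beta-arrestin-GFP aggregate spots per cell after agonist stimulation; plate controls were LPI-stimulated DMSO wells for no effect and DMSO wells without LPI for full effect; some results filed as inactive read as strong as hits; confirmed hits need IC50 under 10 µM and bright autofluorescent wells are also inconclusive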
NOD1 inhibition: NOD1 signaling inhibitors, primary screen, cell-based, luminescence, uHTS (AID 1578); NOD1-driven NF-kB luciferase reporter cells, luminescence; higher % means a stronger effect; inhibition, % at 4 µM; hits with a dose series show EC50 in µM; actives 1% (n = 290,000); in the data active = inhibition mostly above about 36%, no sharp cut-off; inactive = mostly below about 34%;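 note: HEK-293T reporter cells stimulated with the NOD1 agonist gamma-tri-DAP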
T cell modulator vesicle-bound %: also measured in T cell modulator; calls as there; double positive events, %; measured here: CD8+ vesicle-bound cell fraction;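 binding gate set so that unloaded-vesicle control wells show 10% double positive cells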
NTR1 agonist cell count 20 µM: second read-out of NTR1 agonist, no call of its own (marks repeat the call); cell count; measured here: cell count, cytotoxicity flag
Myeloid diff MLP GFP+ MAC1+ %: second read-out of Myeloid diff MLP, no call of its own (marks repeat the call); GFP+ MAC1+ double positive, %; measured here: differentiation confirmed by MAC1 staining
An asterisk follows results filed as active; i = inactive; ? = inconclusive; nt = no result given; [ ] = remark or other dose. Cut-off read from the data, not from the text of the source, unless noted: active = inhibition above about 50%; inactive = the rest. These rows are one share of the data; the hit share may differ from the screen's.

SMILES | HEK293 NOD2/NF-kB | KOR beta-arrestin-1 | Myeloid diff MLP | Myeloid diff MLP GFP+ MAC1+ % | NTR1 agonist | NTR1 agonist cell count 20 µM | GPR55 beta-arrestin | T cell modulator | T cell modulator vesicle-bound % | KOR beta-arrestin-2 | GPR55 LPI antagonism | NOD1 inhibition
NS(=O)(=O)c1ccc(CCNC(=O)CN2CCN(c3ccccc3O)CC2)cc1 | 8% | 19% | i | 0.8 | 2.1 | 66 | -0.2% | i | 57 | -0.3% | 5% | -10%
Cc1nc2oc3ccc(Cl)cc3c(=O)c2cc1C(=O)O | -9% | 27% | i | 1.1 | -1.3 | 86 | 0.0% | i | 58 | -0.3% | 3% | -6%
O=C(O)c1ccc2nc3c(nc2c1)-c1ccccc1C3=O | -25% | -6% | i | 0.2 | 3.0 | 43 | -0.5% | i | 58 | 2.2% | 2% | -22%
CNCc1cc(Cl)cc(OC)c1OC(C)C | -4% | 3% | i | 0.3 | nt | nt | 0.2% | nt | nt | -0.9% | -4% | 45%*
Cc1nnc2sc(-c3cccc(F)c3)nn2c1=O | 9% | 10% | i | 0.8 | -0.3 | 48 | -0.1% | i | 46 | -1.0% | 8% | -5%
COc1ccc(/C=C/C2=CC(C)(C)NC(=S)N2)cc1 | 7% | 8% | i | 0.2 | -0.4 | 21 | -0.2% | i | 1 | -3.4% | 6% | -11%
Cc1ccc(-c2noc(C3CCCN(C(=O)c4c(F)cccc4F)C3)n2)cc1 (stereo unspecified) | 12% | -2% | i | 4.3 | 3.8 | 61 | 0.2% | i | 18 | 2.2% | 8% | 22%
COc1ccc(C(C(=O)NCC2CCCO2)N(C(=O)c2snc(C(N)=O)c2N)c2ccccc2)cc1OC (stereo unspecified) | 6% | -67% | i | 0.6 | 0.2 | 50 | -0.1% | nt | nt | 3.4% | -10% | -23%
CC(C)(C)NC(=O)NC(=O)COC(=O)COc1ccc2c(c1)CCC2 | 6% | 16% | i | 0.5 | -0.8 | 79 | -0.2% | i | 54 | 3.2% | nt | -1%
O=C(/C=C/c1ccco1)N/C(=C\c1ccco1)C(=O)NCCc1nc2ccccc2[nH]1 | 11% | 12% | i | 0.2 | -0.9 | 62 | 0.1% | i | 41 | 2.5% | 0% | -8%
Cc1cc(Cl)ccc1OCC(=O)N1CCN(c2ncccn2)CC1 | 13% | 3% | i | 1.0 | -1.0 | 41 | -0.1% | i | 24 | -0.9% | -6% | -36%
COc1ccc(C)c2sc(NNC(=O)COc3ccccc3)nc12 | 15% | -41% | nt | nt | 5.7 | 56 | -0.1% | i | 40 | 0.0% | -2% | -26%
Cc1cccc(OCCNc2cc(N3CCOCC3)ccc2[N+](=O)[O-])c1 | -2% | -12% | i | 5.3 | 3.2 | 44 | -0.3% | i | 17 | -3.1% | 5% | -20%
Cc1ccc(C2Nc3ccccc3NC3=C2C(=O)OC(C)C3)cc1 (stereo unspecified) | 10% | 14% | i | 0.2 | -2.2 | 68 | -0.3% | i | 54 | 2.6% | 2% | -17%
c1cc(C2OCCN2CC2COC3(CCCC3)O2)ccn1 (stereo unspecified) | 12% | -20% | i | 0.4 | -0.8 | 40 | -0.2% | i | 59 | 1.2% | -4% | -25%
CSc1cccc(NS(=O)(=O)c2ccc3c(c2)NC(=O)C(C)C(=O)N3)c1 (stereo unspecified) | 13% | 8%[20 µM] | i | 2.2 | -2.8 | 76 | 0.5% | i | 24 | -6.1% | -4% | -12%
CC1CCCN(C(=O)CSc2ncccn2)C1 (stereo unspecified) | 7% | -27% | i | 1.4 | 1.1 | 60 | 0.5% | i | 27 | -2.9% | -7% | -35%
NC(=S)N/N=C/c1coc2ccc(Cl)cc2c1=O | -20% | -51%[20 µM] | i | 0.2 | 0.9 | 22 | 0.3% | i | 58 | -3.7% | -22% | 10%
O=C(CCn1c(=O)[nH]c2ccccc2c1=O)NCCCN1CCN(c2cccc(Cl)c2)CC1 | 9% | -4% | i | 0.9 | -1.6 | 77 | -0.1% | i | 45 | -2.0% | 7% | -12%
CCOC(=O)C1CCCN(C(=O)c2cc3c(-c4cccc(OC)c4)nn(C)c3s2)C1 (stereo unspecified) | -12% | 11% | ? | nt | -0.7 | 66 | 0.2% | i | 40 | -3.9% | -8% | -5%
Cc1cc(N2CCN(C)CC2)nc(-c2ccccc2O)n1 | -121% | 19% | i | 0.3 | 2.4 | 54 | 0.7% | i | 42 | 3.7% | -3% | -8%
CCOC(=O)N1CCN(C(=O)CN(C2CCCCC2)S(=O)(=O)c2ccc(C)cc2)CC1 | -5% | -25% | nt | nt | 0.4 | 50 | -0.1% | i | 40 | -3.2% | 7% | -13%
c1ccc(-c2nc(C3CCCCC3)no2)cc1 | 12% | 37% | i | 0.2 | -1.8 | 61 | -0.1% | i | 46 | -8.5% | 2% | -15%
CCOC(=O)C(C)Oc1cccc2c(=O)n(CC(=O)Nc3ccc(OCC)cc3)ccc12 (stereo unspecified) | -9% | 5% | i | 2.3 | -1.0 | 61 | -0.3% | i | 3 | -1.6% | 1% | -17%
CCN1C(=NCCCCO)N[C@@H](c2cccc(C(F)(F)F)c2)C(C(=O)OC)=C1C | -1% | 0%[20 µM] | i | 0.8 | 0.5 | 85 | 0.0% | i | 20 | -4.0% | 15% | -31%
CCOC(=O)c1nnn(CC(=O)Nc2cccc(Cl)c2C)c1C(=O)OCC | 11% | -17% | i | 1.6 | -0.6 | 46 | -0.1% | i | 27 | 4.4% | 5% | 6%
CC(=O)c1cccc(NC(=O)c2ccc3c(c2)CCN3S(=O)(=O)c2ccccc2)c1 | -11% | -18% | i | 7.4 | 2.6 | 48 | -0.2% | i | 29 | 1.2% | -8% | -47%
O=C(Cn1nnc(-c2ccccc2)n1)N1CCCCC1 | -10% | -14% | i | 0.2 | 0.1 | 56 | -0.2% | i | 50 | 3.1% | -3% | -17%
COc1ccc(-c2nnc(SCc3ccccc3F)o2)cc1OC | -47% | 13% | i | 1.1 | 2.0 | 46 | 0.2% | i | 59 | 14% | -6% | -54%
N#Cc1c(NC(=O)c2ccccc2)sc2c1CCC2 | -73% | 0% | nt | nt | 1.5 | 76 | 0.9% | i | 42 | -3.3% | 11% | -30%
CCCCCNCc1ccc(OCc2ccc(Cl)nc2)c(OC)c1 | -2% | -28% | i | 0.5 | 0.8 | 42 | 0.3% | i | 32 | -0.6% | 4% | -6%
Cc1cccc(C)c1NC(=O)NC1(C(=O)N2CCN3CCCC3C2)CCCCC1 (stereo unspecified) | 9% | 19% | i | 1.3 | -1.8 | 59 | -0.2% | i | 4 | -0.9% | 3% | -19%
CCOc1ccccc1N1CCN(CC(=O)N(CC(C)C)c2c(N)n(CC(C)C)c(=O)[nH]c2=O)CC1 | 10% | 3% | i | 0.5 | 1.0 | 62 | -0.2% | i | 56 | 0.2% | -12% | -26%
COc1ccc(CCNC(=O)C2CCC(=O)N(C3CCCCCC3)C2)cc1 (stereo unspecified) | 10% | -17% | i | 3.9 | 1.3 | 47 | -0.2% | i | 32 | 6.4% | -6% | -31%
COc1ccc(CCNCC(O)c2ccccc2)cc1 (stereo unspecified) | -5% | -9% | i | 0.9 | 2.7 | 48 | -0.3% | i | 49 | -2.3% | -10% | -19%
O=C(COC(=O)c1ccc(O)cc1)NCCC1=CCCCC1 | -21% | 5% | i | 0.2 | -0.1 | 36 | 0.0% | i | 12 | -5.9% | 14% | -26%

Shown as tab-separated lines: part of the list above.
Compound	HEK293 NOD2/NF-kB	KOR beta-arrestin-1	Myeloid diff MLP	Myeloid diff MLP GFP+ MAC1+ %	NTR1 agonist	NTR1 agonist cell count 20 µM	GPR55 beta-arrestin	T cell modulator	T cell modulator vesicle-bound %	KOR beta-arrestin-2	GPR55 LPI antagonism	NOD1 inhibition
CCN1C(=NCCCCO)N[C@@H](c2cccc(C(F)(F)F)c2)C(C(=O)OC)=C1C	-1%	0%[20 µM]	i	0.8	0.5	85	0.0%	i	20	-4.0%	15%	-31%
CCOC(=O)c1nnn(CC(=O)Nc2cccc(Cl)c2C)c1C(=O)OCC	11%	-17%	i	1.6	-0.6	46	-0.1%	i	27	4.4%	5%	6%

Limited to NTR1 agonist cell count 20 µM, for some of the entries so far:
| smiles | NTR1 agonist cell count 20 µM |
| --- | --- |
| Cc1nnc2sc(-c3cccc(F)c3)nn2c1=O | 48 |
| NS(=O)(=O)c1ccc(CCNC(=O)CN2CCN(c3ccccc3O)CC2)cc1 | 66 |
| CCOC(=O)C(C)Oc1cccc2c(=O)n(CC(=O)Nc3ccc(OCC)cc3)ccc12 (stereo unspecified) | 61 |
| O=C(/C=C/c1ccco1)N/C(=C\c1ccco1)C(=O)NCCc1nc2ccccc2[nH]1 | 62 |

(cont.)
SMILES | HEK293 NOD2/NF-kB | KOR beta-arrestin-1 | Myeloid diff MLP | Myeloid diff MLP GFP+ MAC1+ % | NTR1 agonist | NTR1 agonist cell count 20 µM | GPR55 beta-arrestin | T cell modulator | T cell modulator vesicle-bound % | KOR beta-arrestin-2 | GPR55 LPI antagonism | NOD1 inhibition
CCCn1c(N)c(C(=O)CSc2nc3ccccc3c(=O)n2-c2ccc(OC)cc2)c(=O)[nH]c1=O | 16% | 2% | i | 0.0 | -0.6 | 46 | 0.2% | i | 6 | 8.8% | 8% | -15%
CCn1ncc(C2=NOC(C(=O)Nc3cccnc3)C2)c1C (stereo unspecified) | 23% | -29% | i | 0.8 | -2.0 | 50 | -0.1% | i | 32 | 11% | -19% | 21%
O=C1/C(=C/c2cccs2)SC(=S)N1CCCC(=O)N(CCO)c1ccccc1 | -7% | -30% | i | 0.5 | 5.8 | 43 | -0.2% | i | 67 | 2.8% | 2% | -23%
Nc1ccc(CSc2ccc(Cl)cc2)cc1 | -15% | 20% | i | 0.2 | 1.5 | 48 | 0.0% | i | 16 | -4.4% | -2% | -50%
